Bioassay records: PubChem BioAssay, National Center for Advancing Translational Sciences (NCATS)
ERG Ets-DNA blk: qHTS for Small Molecule Inhibitors of the ERG Ets/DNA interaction | AID 624246, 2012 | 370,000 tested, 0.028% active | Potency, µM (highest dose often 76.9 µM), without a hit: top-dose FP activity, negative = inhibition, actives largely listed as inhibitors | Transcriptional regulator ERG (Homo sapiens), P11308 | fluorescence polarization, His-ERG Ets domain / labelled DNA; active = well fitted inhibition curve with a large enough effect in the polarisation, with a control signal flat; inconclusive = small, poorly fitted or top-dose-only effect, or effect the other way, or a change in a side signal; inactive = no such curve, though single readings can be large or run the other way; the % refers to the polarisation;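 note: polarization taken with two DNA probes labelled with fluorescein and Texas red; % of control where 0% means no effect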
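His-tagged ERG Ets domain (1 uM in the protein solution; 300mM KCl, 50mM Tris-HCl, 1mM EDTA, 1mM DTT, pH 7.5) received compound, then a probe mix of 5 nM fluorescein-DNA and 100nM Texas-615-DNA. Fluorescence polarization was read for both dyes.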
Tb PGK inh: qHTS Assay to Find Inhibitors of Phosphoglycerate Kinase | Potency, µM (top dose mostly 57.5 µM), for inactives: top-dose activity change, negative = inhibition, hits mostly inhibitors | 380,000 tested, 0.043% active | PGK/GAPDH coupled, Kinase-Glo luminescence, 60 min; note: % is set by controls: 0 for no effect and ±100 for the full control effect; nearly all actives have a fitted effect of over 60% in size
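Recombinant glycosomal PGK reaction used 1,3-bisphosphoglycerate generated in-well by GAPDH (100nM final) in 100mM TEA pH 7.6, 5mM MgCl2, 0.01% Tween-20. After 60 minutes at room temperature, ATP was read by Kinase-Glo Plus luminescence end-point.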
JMJD2A Tudor inh: qHTS Assay for Inhibitors of JMJD2A-Tudor Domain | Lysine-specific demethylase 4A (Homo sapiens), O75164 | AlphaScreen JMJD2A-Tudor / H3K4me3 peptide binding | Potency, µM (series often up to 114 µM), for the others: top-dose activity change, negative = inhibition, actives largely listed as inhibitors | 390,000 tested, 4.4% active; note: % is set by controls: 0 for no effect and ±100 for the full control effect; nearly all actives have a fitted effect of over 50% in size
Target sequence (O75164 whole entry, looked up, the tested form may be a part): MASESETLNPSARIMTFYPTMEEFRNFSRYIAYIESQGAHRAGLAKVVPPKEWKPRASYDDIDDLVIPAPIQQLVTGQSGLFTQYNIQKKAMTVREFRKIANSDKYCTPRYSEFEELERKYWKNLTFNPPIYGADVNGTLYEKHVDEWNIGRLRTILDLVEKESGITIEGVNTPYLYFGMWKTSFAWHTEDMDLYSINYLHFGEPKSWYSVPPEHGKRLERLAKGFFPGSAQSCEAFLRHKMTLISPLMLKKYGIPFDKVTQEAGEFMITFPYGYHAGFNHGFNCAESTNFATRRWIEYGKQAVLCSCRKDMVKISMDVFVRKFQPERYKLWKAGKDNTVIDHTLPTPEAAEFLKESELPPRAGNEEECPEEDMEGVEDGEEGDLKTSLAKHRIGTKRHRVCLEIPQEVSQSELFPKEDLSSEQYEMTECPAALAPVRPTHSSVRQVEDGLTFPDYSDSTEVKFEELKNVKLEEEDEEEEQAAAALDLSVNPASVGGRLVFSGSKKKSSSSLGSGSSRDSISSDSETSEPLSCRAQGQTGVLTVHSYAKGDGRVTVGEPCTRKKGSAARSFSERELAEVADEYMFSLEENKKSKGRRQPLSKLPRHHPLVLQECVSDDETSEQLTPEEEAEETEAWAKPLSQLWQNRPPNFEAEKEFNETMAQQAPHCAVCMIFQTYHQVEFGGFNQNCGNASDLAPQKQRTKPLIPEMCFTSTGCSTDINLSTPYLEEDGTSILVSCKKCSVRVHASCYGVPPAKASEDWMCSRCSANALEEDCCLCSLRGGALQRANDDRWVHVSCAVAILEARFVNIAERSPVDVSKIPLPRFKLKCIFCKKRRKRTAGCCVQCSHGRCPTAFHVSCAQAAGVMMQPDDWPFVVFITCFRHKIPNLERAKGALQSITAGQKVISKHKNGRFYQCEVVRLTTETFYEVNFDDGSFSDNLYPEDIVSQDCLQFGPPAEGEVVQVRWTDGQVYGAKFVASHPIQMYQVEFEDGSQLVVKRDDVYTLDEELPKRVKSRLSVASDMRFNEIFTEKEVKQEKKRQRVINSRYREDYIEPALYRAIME
12-LOX inh: Primary qHTS assay for inhibitors of human arachidonate 12S-lipoxygenase (ALOX12): Round 2; Potency, µM (top dose mostly 108 µM), inactives show top-dose activity change, negative = inhibition, hits mostly inhibitors; Polyunsaturated fatty acid lipoxygenase ALOX12 (Homo sapiens), P18054; purified 12hLO, xylenol orange hydroperoxide absorbance; AID 1671190, 2021; 580,000 tested, 1.1% active; note: % is set by controls: 0 for no effect and ±100 for the full control effect
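Purified human 12hLO (150 nM final) in 25 mM Hepes, 0.01% Triton X-100, pH 7.0 was preincubated 15 min at room temperature with compound. Then 40 uM arachidonic acid was added, 30 min. Hydroperoxide was read by Fe-XO absorbance ratio 573/405 nm.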
GLS inh: qHTS for Inhibitors of Glutaminase (GLS) | Potency, µM (top dose mostly 45.5 µM), for the others: at the highest dose activity change, negative = inhibition, hits mostly inhibitors | 410,000 tested, 0.21% active | AID 624170, 2012 | GLS enzymatic activity, qHTS titration | Glutaminase kidney isoform, mitochondrial (Homo sapiens), O94925; note: % is set by controls: 0 for no effect and ±100 for the full control effect
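Human kidney-isoform GLS in 45 mM KH2PO4 pH 8.2, 0.02% Tween-20, with compound, started with 1mM L-Glutamine (added stock). Glutamate oxidase/HRP/Amplex red coupled fluorescence read at start and after 30 min at RT.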
Pin1 inh: qHTS Assay to Find Inhibitors of Pin1; Pin1 FP peptide displacement, HiFluor488, 10 min; Potency, µM (series often up to 115 µM), inactives show top-dose activity, negative = inhibition, actives largely listed as inhibitors; 390,000 tested, 0.009% active; active = well fitted inhibition curve with a large enough effect in the polarisation, with a control signal flat, not every such curve was filed as active; inconclusive = small, poorly fitted or top-dose-only effect, or effect the other way, or a change in a side signal; inactive = no such curve, though single readings can be large or run the other way; the % refers to the polarisation; note: % is set by controls: 0 for no effect and ±100 for the full control effect
RGS4 inh: Inhibitors of Regulator of G Protein Signaling (RGS) 4: qHTS | Regulator of G-protein signaling 4 (Homo sapiens), P49798 | Transcreener GDP fluorescence polarization, RGS4-accelerated GTP hydrolysis | Potency, µM (titrated, usually from 114 µM), for inactives: at the top dose activity change, negative = inhibition, hits mostly inhibitors | 390,000 tested, 0.039% active | AID 504845, 2011; note: % is set by controls: 0 for no effect and ±100 for the full control effect; nearly all actives have a fitted effect of over 75% in size; some results filed as inactive show a strong effect at the top dose
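MLSMR compounds (23 nl, pin-transferred) preincubated 10 min at room temperature with a 500nM (2x) first reagent, then RGS4 at 900nM (2x) plus Transcreener GDP mix added; fluorescence polarization (620/688 nm) read before and after 90 min at 30 °C.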
TrxR1 inh: qHTS Assay for Inhibitors of Mammalian Selenoprotein Thioredoxin Reductase 1 (TrxR1): qHTS; Thioredoxin reductase 1, cytoplasmic (Rattus norvegicus), O89049; recombinant rTrxR1, NADPH fluorescence consumption, selenite substrate; Potency, µM (highest dose often 114 µM), for inactives: at the top dose activity change, negative = inhibition, most hits filed as inhibitors; 390,000 tested, 1% active; note: % is set by controls: 0 for no effect and ±100 for the full control effect; nearly all actives have a fitted effect of over 65% in size
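Rat TrxR1 (90 nM in the dispensed reagent) was pre-reduced with 400 uM NADPH for 5 min at room temperature, then incubated with compound for 15 min. After 400 uM selenite was added, NADPH fluorescence (Ex 340/Em 450 nm) was followed for 8 min.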
HP1b chromo inh: HTS for Inhibitors of HP1-beta Chromodomain Interactions with Methylated Histone Tails; Chromobox protein homolog 1 (Homo sapiens), P83916; AlphaScreen HP1-beta / biotin-H3K9me3 peptide binding; Potency, µM (series often up to 114 µM), for inactives: at the top dose activity change, negative = inhibition, most hits filed as inhibitors; 390,000 tested, 0.56% active; AID 540317, 2011; note: nearly all actives have a fitted effect of over 70% in size; inactives centre near 23
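AlphaScreen: HP1-beta (50 nM) preformed 30 min with biotin-H3(1-18)K9me3 peptide (50 nM) in PBS pH 7.4, 0.01% Tween-20. Compound added for 30 min at RT, then streptavidin donor/nickel chelate acceptor beads (10 ug/mL) for 30 min.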
The depositor's hits bear a star; i = inactive; ? = inconclusive; . = not tested or not shown; & = joins results of further samples; [ ] = another dose, or the depositor's remark. Unless noted, calls come from the whole dose curve; as a rule, active = well fitted curve in the direction sought with a large enough effect; inconclusive = small, poorly fitted or top-dose-only effect, or another doubt; inactive = no such curve, though single readings can be large; an effect the other way counts as inactive or inconclusive. Potency is the fitted concentration of half-maximal effect. Only part of the results is shown. The share of hits here may be higher or lower than overall.

SMILES	ERG Ets-DNA blk	Tb PGK inh	JMJD2A Tudor inh	12-LOX inh	GLS inh	Pin1 inh	RGS4 inh	TrxR1 inh	HP1b chromo inh
Cc1ccc(NC(=O)CNS(=O)(=O)c2ccc(F)cc2)cc1C	-10%	-4%	-14%	0%	4%	-4%	17%[56.9 µM]	4%	47%[activator]
Cn1c(=O)c2c(nc(Br)n2CCc2ccccc2)n(C)c1=O	4%	1%	-15%	0%	2%	3%	9%	2%[57.1 µM]	24%
Cc1ccccc1OCC(=O)Nc1ccc(C)c(S(=O)(=O)N2CCCCCC2)c1	.	-11%	-5%	?	5%	32%[activator]	-3%	4%	33%
COc1cc(NC(=O)N2CCNC2=O)cc(C(=O)Nc2cccc(C(F)(F)F)c2)c1	5%	i	-10%	-18%	-7%	5%	-24%	11%	43%[activator]
Cc1c(Cl)cccc1NC(=O)C(=O)NCC(c1cccnc1)N1CCN(c2ccccc2)CC1 (centres undefined)	1%	-11%	-15%	-6%	7%	0%	6%	-14%	35%
COc1ccc(/C=C/c2nc(N)nc(-c3ccccc3O)n2)cc1OC	-10%	-17%	?	-3%&3%	2%	8%	-41%	-7%	-6%
O=C(NCc1ccco1)c1cc(-c2ccccc2)nn1CC1CC(c2cccc([N+](=O)[O-])c2)=NO1 (centres undefined)	7%	i	-33%	-11%	-2%	?	-30%	18%	13%
N/C(=N\OC(=O)CC1CCCCC1)c1ccncc1	5%	i	7%	6%	-5%	-17%	14%[11.4 µM]	17%	78%[activator]
Cc1ccc(CNC(=O)c2cc(=O)c3cc(C)ccc3o2)cc1	-4%&2%	-7%&4%	-5%&-19%	50%&18%&-20%	-14%&14%	19%&19%	-6%&8%	8%[57.1 µM]	27%&26%
COc1ccc(N2CCN(C(=O)CN(CCc3ccccc3)S(C)(=O)=O)CC2)cc1	.	8%[11.5 µM]	-27%	-6%[57.4 µM]	36%[activator]	1%	1%	15%	17%
CC(C)N(Cc1nccn1C)C(=O)c1cc(COc2ccc(-n3cncn3)cc2)on1	8%	-10%	-12%	-17%	0%	4%	-19%	-23%	14%
CCSc1ccc([C@@H]2[C@H]3C(=O)N(CC)C(=O)[C@H]3[C@]3(C(=O)OC)CCCCN23)cc1OC	-2%	-5%	-26%	.	-9%	17%	-19%	?	34%
CCCCNC(=O)COC(=O)c1cc(C)oc1C	-7%	5%	-7%	-2%	9%	-6%	-8%	9%	27%
CN(CC(=O)Nc1ccccc1C(F)(F)F)C(=O)CSCc1ccc(Cl)c(Cl)c1	4%	2%	-14%	-2%	2%	-1%	19%	4%[57.1 µM]	-7%
O=C(NNc1cc(Cl)cc(Cl)c1)c1cccs1	-5%	-7%	-8%	?	16%	8%	-29%	16%	46%[activator]
Cc1ccc(CSCC(=O)NCc2ccc(F)cc2)cc1	-3%&0%	-7%&9%	-9%&8%	0%&-27%	1%&8%	-10%&3%	4%&24%	10%&21%[57.1 µM]	26%&35%
Cn1cc(S(=O)(=O)c2ccc(Cl)cc2)c(=O)c2cc(F)c(N3CCOCC3)cc21	4%	i	-12%	-4%	-5%	4%	-18%	-12%	1%
NC(=O)C1CCN(C(=O)C2CCC(=O)N(C3CCCCCC3)C2)CC1 (centres undefined)	-9%	i	-4%	0%	-9%	-5%	-13%	-3%	44%[activator]
O=C(c1ccccc1NS(=O)(=O)c1ccc(Br)s1)N1CCCC1	5%	13%	-14%	-18%	26%	2%	31%	-23%[57.1 µM]	37%
Cc1[nH]c2ccc(C(=O)NCCCN3CCN(C)CC3)cc2c1C	-12%	-5%	-29%	7%	9%	13%	1%[56.9 µM]	20%[57.1 µM]	21%
C=CCn1c(=O)c(C(=O)Nc2ccccc2S(N)(=O)=O)c(O)c2ccccc21	9%	-5%	-11%	1%	-4%	0%	-2%	10%[57.1 µM]	35%
COc1ccc(N(CC(=O)NC2CCCC2)C(=O)Cn2nnc(-c3ccc(F)cc3)n2)cc1OC	11%	0%	-17%	-27%	8%	6%	20%	-8%	20%
CCN(CC(=O)NCc1cccs1)C(=O)Cc1ccc(Cl)c(Cl)c1	-1%	-1%	-12%	-2%	-13%	0%	7%	-9%[2.29 µM]	6%[57 µM]
COc1ccc(OCC(=O)Nc2ccc(-c3nc4cc(C)cc(C)c4o3)cc2)cc1	1%	3%	-19%	-17%	1%	1%	-1%	19%	27%
COc1cccc(C2/C(=C(/O)c3cnn(-c4ccccc4)c3C)C(=O)C(=O)N2CCN(C)C)c1OC (centres undefined)	2%	i	-15%[57.1 µM]	-2%	3%	0%	4%[11.4 µM]	5%[57.1 µM]	21%
C=C1CCN(C(CC(C)C)C(=O)OC)S(=O)(=O)c2ccccc21 (centres undefined)	7%	i	11%&5%	0%	0%	?	-9%&-6%	-34%&4%	59%&81%[activator]
CCn1c(SC)nnc1C1CCN(CC(=O)Nc2ccccc2N2CCOCC2)CC1	12%	-10%	6%	-2%	-11%	3%	-16%	31%[activator][57.1 µM]	22%
CCC(C)N(C(=O)Cn1c(=O)cnc2ccccc21)C1CCS(=O)(=O)C1 (centres undefined)	-3%	3%	-1%	?	1%	2%	-4%	18%	30%
COc1ccc(-c2cnnn2-c2ccc(NC(=O)c3ccc(S(=O)(=O)N4CCCCC4)cc3)cc2)cc1OC	3%	-5%	-16%	-19%	9%	2%	-14%	-6%	21%
COc1cccc(-c2cc(CC3(O)CCN(CCCc4ccccc4)CC3)on2)c1	5%	-13%	-15%	.	-1%	-1%	16%	36%	16%
CCOc1nc(C)cc(COC)c1C(N)=O	13%	-2%	14%	-7%	-16%	5%	-23%	18%[57.1 µM]	36%
CNC(=O)c1c(Cl)cnn1-c1ccccc1	-14%	-8%	-8%	5%	-1%	-2%	9%	-8%[57.1 µM]	53%[activator]
CN(C)CCCN(C(=O)c1ccc(Br)s1)c1nc2cc3c(cc2s1)OCO3	-7%	3%	-22%[11.4 µM]	-20%	1%	-2%	1%[11.4 µM]	4%	43%[activator]
CCOC(=O)c1nc(C)sc1-c1ccnn1S(=O)(=O)c1ccc(Cl)cc1Cl	15%	5%	-17%	101%[activator]	-6%	19%	-10%	13%[57.1 µM]	16%
COc1cc(OC)c(NS(=O)(=O)c2cc(Br)cnc2N)cc1Cl	0%	-7%	4%	?	13%	-3%	-1%	8%	23%
O=C(O)C1CCC(=O)N(C2CCCCC2)C1c1ccccc1 (centres undefined)	-7%	-1%	-12%	-4%	-1%	1%	-2%	-9%	13%
O=C1c2ccccc2C(=O)N1c1ccc(S(=O)(=O)N2CCOCC2)c2ccccc12	.	.	-11%	.	.	2%	15%	6%	6%
CCn1c(CSCc2ccc(C)cc2)n[nH]c1=S	4%	1%	32µM*	?	-13%	-4%	-27%	0%	3%
Cc1sc2ncn(CC(=O)NCCCN3CCC(C)CC3)c(=O)c2c1S(=O)(=O)N1CCC(C)CC1	4%	-8%	-12%	-3%	0%	-2%	-7%	11%	3%
COc1ccc(OC)c(CCNC(=O)CC2Oc3ccc(C)cc3NC2=O)c1 (centres undefined)	-21%	-6%	-14%	445%[activator]	-6%	-2%	-29%	2%	40%[activator]
O=C(O)CCCCn1c(SCc2cc(=O)n3cc(Cl)ccc3n2)nc2ccsc2c1=O	-5%	-5%	-17%	?	12%	3%	1%	-8%	12%
COc1cccc(N/C=C/C(=O)c2ccc(Br)cc2)c1	2%	-7%	7%	-21%	19%	13%	-11%	10%[57.1 µM]	80%
COc1ccccc1C(=O)NNC(=O)c1cccc(F)c1	1%	-11%	-2%	-5%	9%	1%	-6%	8%[57.1 µM]	13%
COc1cccc(Nc2cc(C)nc3nc(C)nn23)c1	4%	1%	-14%	404%[activator]	0%	-7%	16%	5%	14%
CCOc1cc(S(=O)(=O)NCCCn2ccnc2)ccc1Cl	10%	5%	-13%	5%	-1%	-2%	7%	14%	43%[activator]
NC(=O)C1CCN(CC(=O)Nc2cc(Cl)ccc2Oc2ccccc2)CC1	-4%	-18%	-9%	0%	-12%	6%	-18%	10%[57.1 µM]	34%
CN(C(=O)COc1cc(=O)n(C)c2ccccc12)c1cccc(Cl)c1	-4%	5%	-6%	?	2%	0%	-17%	10%[57.1 µM]	57%[activator]
CCN(CC)S(=O)(=O)c1cccc(-c2nnc(SCC(=O)c3ccc(Cl)s3)n2C)c1	7%	8%	1%	0%	?	12%	-24%	-23%	38%
Cc1cc(C(=O)N2CCCC(Nc3ccc(C(C)C)cc3)C2)nn1C (centres undefined)	-15%	-10%	-22%	15%	-8%	0%	-18%	34%	1%
Cc1oc2cc3oc(=O)c4c(c3cc2c1C)CCC4	-12%	-6%	-3%	0%	3%	2%	17%	9%	30%
COC(=O)c1[nH]c2ccc(Cl)cc2c1NC(=O)Oc1ccccc1	1%	4%	-32%	-26%	82%[activator]	0%	-18%	39%[activator]	5%
